Eya2 phos inh: blocks the phosphatase activity of human Eya2. AID 488837. recombinant Eya2, OMFP fluorescence dephosphorylation (OMFP is methylfluorescein phosphate). Potency, µM (titrated, usually from 76.9 µM), without a hit: at the top dose activity, negative = inhibition, usual class: inhibitors. O00167. 330,000 tested, 0.006% active; also: potency is read from the fitted curve at half-maximal effect; % is scaled to controls: 0 for no effect and ±100 for the full control effect
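Eya2 (0.2 uM) preincubated 10 min at ambient with compound, then OMFP substrate added at 50 uM; 10 min reaction in 50 mM HEPES pH 7.5, 50 mM NaCl, 5 uM MgCl2, 0.05% BSA, 1 mM DTT. Fluorescence read at Ex 485/Em 525 nm.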
S-ASM inh: human S-ASM enzyme inhibition. P17405. AID 504937. 340,000 tested, 0.006% active. Potency, µM (highest dose often 57.5 µM), inactives show at the highest dose activity change, negative = inhibition, usual class: inhibitors. placental ASM, HMU-PC fluorogenic substrate, 60 min; also: potency is read from the fitted curve at half-maximal effect
Target sequence (P17405 47-631 limits assumed): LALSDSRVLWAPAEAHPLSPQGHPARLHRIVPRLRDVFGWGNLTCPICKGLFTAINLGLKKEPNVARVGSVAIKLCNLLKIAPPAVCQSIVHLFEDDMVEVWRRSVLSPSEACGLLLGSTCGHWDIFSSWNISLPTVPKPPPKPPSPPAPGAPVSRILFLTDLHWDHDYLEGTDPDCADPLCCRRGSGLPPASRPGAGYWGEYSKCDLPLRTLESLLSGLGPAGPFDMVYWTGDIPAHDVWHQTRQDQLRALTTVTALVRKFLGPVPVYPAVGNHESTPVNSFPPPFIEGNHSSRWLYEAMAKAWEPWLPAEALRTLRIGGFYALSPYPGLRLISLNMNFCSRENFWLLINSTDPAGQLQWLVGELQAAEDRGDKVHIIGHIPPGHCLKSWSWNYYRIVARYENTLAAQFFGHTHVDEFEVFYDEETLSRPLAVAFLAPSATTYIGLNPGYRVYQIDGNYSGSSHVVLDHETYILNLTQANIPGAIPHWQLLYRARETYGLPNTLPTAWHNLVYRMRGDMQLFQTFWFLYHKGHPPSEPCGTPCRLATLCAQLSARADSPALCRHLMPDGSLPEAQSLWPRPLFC
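HMU-PC0 cleavage (9 uM final) by human placental ASM, 60 min at 37 °C following 10 min compound exposure at RT; stopped at pH 10, fluorescence Ex 386/Em 447 nm.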
a7 integrin act: activates integrin-mediated alleviation for muscular dystrophy; AID 624291; 350,000 tested, 0.064% active; alpha7betagal myoblasts, beta-gal FDG fluorescence, 48 h; Potency, µM (highest dose often 38.3 µM), inactives show at the top dose activation, usual class: activators;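 also: potency is read from the fitted curve at half-maximal effect; 100% = response of the positive control SU9516; nearly all actives have a fitted effect of over 60% in size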
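Alpha7betagal+/- myoblasts (passage 13) were plated 16-24 hr, then exposed to compounds (1:260 dilution of DMSO stock) for 48 hours at 37C. After MPER lysis, β-galactosidase reporter activity was read as FDG fluorescence (ex 480/em 540) after 30 minutes.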
BCR signal inh: inhibitors of chronic active B-cell receptor signaling; AID 493014; ABC-DLBCL IkBa-CBG/CBR reporter, luminescence ratio, 4 h; 340,000 tested, 0.05% active; Potency, µM (titrated, usually from 46.1 µM), without a hit: top-dose ratio change, negative = lower green/red ratio, usual class: inhibitors; active = well fitted inhibition curve with a large enough effect in the signal ratio, with a control signal flat, not every such curve was filed as active; inconclusive = small, poorly fitted or top-dose-only effect, or effect the other way, or a change in a side signal; the % refers to the signal ratio;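 also: potency is read from the fitted curve at half-maximal effect; plate controls were basal doxycycline-induced cells for no effect and cells given 10 µM MG132 for full effect; MG132 reads +100%, hits lower the ratio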
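Concentration-response series (up to 46 uM) were applied to TMD8 dual-reporter cells for 4 h at 37C with doxycycline. Green/red ratio, after filter-overlap correction, defined %Activity; red signal alone was normalised to basal cells and zero luminescence.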
TSHR antag: antagonists of human thyroid stimulating hormone receptor. P16473. TSHR-expressing cells, TSH-stimulated cAMP HTRF, 2 h; hits give low values. activity change, negative = inhibition, % at 11.5 µM. 330,000 tested, 0.2% active;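 active = activity change below a set negative limit, meaning inhibition stronger than a set level, cut at about -70% in these data; inconclusive = activity change between two set negative limits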; also: % is scaled to controls: 0 for no effect and ±100 for the full control effect
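TSHR-expressing cells were treated with compounds, then stimulated with TSH at EC80 (4nM final) for 2 hours at 37 deg C. Cellular cAMP was measured by HTRF competition between lysate cAMP and cAMP-d2 for a cryptate-labelled anti-cAMP antibody.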
TCR activator: activates T cell receptor signaling. 330,000 tested, under 10 active. Potency, µM (doses to about 9.22 µM), for the others: at the highest dose activation of IL-2 secretion, actives largely listed as activators. primary human leukocytes, anti-CD3, IL-2 HTRF, 48 h; also: % of control where 0% means no effect
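TCR engagement came from a-CD3 beads alone, with compounds added to primary human leukocytes for 48 hr. Secreted IL-2 bridged europium cryptate- and d2-labelled anti-IL-2 antibodies, giving FRET emission at 665nm after 320nm excitation.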
TSG101-PTAP inh: blocks PTAP/TSG101 interaction to inhibit HIV-1 budding. Fluorescence polarization, FITC-PTAP peptide / Tsg101 binding. Potency, µM (highest dose often 115 µM), for the others: at the top dose activity change, negative = inhibition, actives largely listed as inhibitors. 340,000 tested, under 10 active; active = well fitted inhibition curve with a large enough effect in the main read-out, with a control signal flat, not every such curve was filed as active; inconclusive = small, poorly fitted or top-dose-only effect, or effect the other way, or a change in a side signal; inactive = no such curve, though single readings can be large or run the other way; also: potency is read from the fitted curve at half-maximal effect; % of control where 0% means no effect
Target sequence (Q99816 whole entry, looked up): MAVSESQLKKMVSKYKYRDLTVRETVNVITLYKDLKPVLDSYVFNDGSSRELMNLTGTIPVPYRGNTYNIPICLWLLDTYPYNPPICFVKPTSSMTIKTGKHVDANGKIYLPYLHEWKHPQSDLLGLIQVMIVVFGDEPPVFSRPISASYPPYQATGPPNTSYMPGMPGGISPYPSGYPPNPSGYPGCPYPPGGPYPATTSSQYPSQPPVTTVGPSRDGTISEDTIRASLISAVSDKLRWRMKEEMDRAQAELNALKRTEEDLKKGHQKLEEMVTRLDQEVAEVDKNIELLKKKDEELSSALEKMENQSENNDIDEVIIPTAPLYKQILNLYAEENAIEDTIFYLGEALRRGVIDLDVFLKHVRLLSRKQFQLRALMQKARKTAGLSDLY
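Steps: Tsg101 binding domain dispensed (10 uM final), compounds pinned in DMSO, FITC-labeled PTAP-motif peptide added (50 nM final); after 20 min binding at room temperature, polarization measured.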
Tb PFK block: inhibitors of T. brucei phosphofructokinase; Potency, µM (top dose mostly 57.5 µM), for inactives: at the highest dose activity, negative = inhibition, actives largely listed as inhibitors; 330,000 tested, 0.17% active; T. brucei PFK, ADP-Glo luminescence;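 also: potency is read from the fitted curve at half-maximal effect; 0% = uninhibited 1x PFK enzyme wells and -100% = no-enzyme wells; nearly all actives have a fitted effect of over 60% in size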
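1.25 nM PFK with 0.5 mM F6P and 0.1 mM ATP in 0.1 M TEA pH 8.0, 5 mM MgCl2, incubated 45 min at room temperature; ADP measured by ADP-Glo luminescence; compounds titrated up to 57 uM.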
ELG1 repair inh: ELG1-dependent DNA repair inhibition. 330,000 tested, 2.3% active. HEK293T ELG1-luciferase reporter, luminescence, 16 h; DNA damage induced by 5-fluorouridine. Potency, µM (series often up to 46.1 µM), for inactives: top-dose activity change, negative = inhibition, hits mostly inhibitors. AID 504467; also: potency is read from the fitted curve at half-maximal effect; % is scaled to controls: 0 for no effect and ±100 for the full control effect; nearly all actives have a fitted effect of over 55% in size
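HEK293T cells expressing luciferase-tagged ELG1 (2,000/well) received 5-Fluorouridine plus compound or DMSO for 16 hr at 37 °C. Luciferase was read by ONE-Glo luminescence after 30 min at room temperature.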
AT treatment: potential ataxia-telangiectasia treatments restoring KAP-1 phosphorylation. […] A-T fibroblasts, KAP-1 phosphorylation AlphaLISA; neocarzinostatin DNA damage 30 min before lysis. Potency, µM (titrated, usually from 57.5 µM), without a hit: at the top dose activation, actives largely listed as activators. 320,000 tested, 0.19% active. AID 485349; also: potency is read from the fitted curve at half-maximal effect; % of control where 0% means no effect; nearly all actives have a fitted effect of over 45% in size
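hTERT-immortalized A-T patient fibroblasts ([…]), 500 cells/well in OPTI-MEM, 1% FBS, got compounds for 60 min, then NCS for 30 min at 37C. Lysates were then assayed for phospho-KAP-1 by AlphaLISA (anti-pKAP1 donor, anti-KAP1 acceptor beads), 6 hr at 25C.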
Mito fusion yeast: blocks mitochondrial division or promotes mitochondrial fusion; S. cerevisiae fusion-defective mutant growth rescue, CellTiterGlo 48 h; Potency, µM (top dose mostly 46.1 µM), without a hit: at the highest dose growth rescue (activation), actives largely listed as activators; 320,000 tested, 0.23% active; AID 485298;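 also: potency is read from the fitted curve at half-maximal effect; % of control where 0% means no effect; nearly all actives have a fitted effect of over 45% in size; temperature-sensitive fusion mutants such as fzo1-1 at 37 °C on non-fermentable ethanol glycerol medium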
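Luminescent cell viability in 1536-well qHTS format served as the measure of rescued growth in ts fusion-mutant S. cerevisiae cultured on non-fermentable YPEG for 48 hours at 37C.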
Active calls of the source: *; ? = inconclusive; . = not tested or not shown; & = joins results of further samples; [ ] = remark or other dose. Unless noted, calls follow the shape of the dose curve; as a rule, active = well fitted curve in the direction sought with a large enough effect; inconclusive = small, poorly fitted or top-dose-only effect, or another doubt; inactive = no such curve, though single readings can be large; an effect the other way counts as inactive or inconclusive.

SMILES	Eya2 phos inh	S-ASM inh	a7 integrin act	BCR signal inh	TSHR antag	TCR activator	TSG101-PTAP inh	Tb PFK block	ELG1 repair inh	AT treatment	Mito fusion yeast
CCOC(=O)c1sc(NC(=O)c2ccccc2C(=O)O)c(C(=O)OCC)c1C	2%	7%	-20%	3%	-8	-2%	-9%	21%	6%	0%	-2%
O=c1[nH]c(CN2CCc3ccccc32)nc2scc(-c3cccs3)c12	6%	-9%	-2%	-2%	36	3%	-4%	-27%	-46%	1%	6%
Cc1ccc(CN2CCN(CC(C)C)C(CCO)C2)s1 (stereo not given)	-8%	7%	6%	-1%	-2	2%	-6%	1%	?	-5%[11.5 µM]	-4%
COP(=O)(OC)C(NC(=O)Nc1ccccc1)c1ccccc1 (stereo not given)	-1%	-12%	-19%	1%	-10	7%	-2%	3%	0%	4%	-6%
COCCn1c(SCC(=O)Nc2cccnc2Cl)nc2ccccc21	4%	-1%	29%	0%	10	.	-1%	-1%	0%	-2%	.
Cc1ccn2c(CNCc3cnn(C)c3)c(C(=O)N3CCCCCC3)nc2c1	-13%	7%	0%	6%	-13	5%	-1%	-3%	-1%	8%	0%
CN(C(=O)COC(=O)CSCc1cccc(Cl)c1)c1c(N)n(Cc2ccccc2)c(=O)[nH]c1=O	11%	-3%	0%	?	36	-14%	3%	-6%	?	8%	4%
COc1cc(COc2ccc3c(C)c(CCC(=O)O)c(=O)oc3c2)cc(OC)c1OC	11%	38%[activator]	?	2%	-23	0%	1%	10%	?	-7%	5%
Cc1ccc(CN2C(=O)CCC2C(=O)NCc2ccc3c(c2)OCO3)cc1 (stereo not given)	16%	7%	0%	1%	4	5%	-3%	-2%	-5%	-3%	-1%
NC(=O)C1CCN(c2nc(-c3cccc(N)c3)cs2)CC1	-21%&-33%	-4%	.	-7%&-11%	6&-13	-1%	?	-8%&0%	?	10%&-3%	3%
CC(=O)Nc1ccc(NC(=O)CSc2nnc(-c3ccco3)o2)cc1	-1%	-3%	11%	-1%	-2	-6%	-6%	1%	-10%	1%	-3%
COc1cc2c(=O)n(CCC(=O)NCC3CCCO3)c(=O)n(CC(=O)Nc3ccc(C)cc3C)c2cc1OC (stereo not given)	3%	-1%	?	1%	8	-3%	-2%	0%	2%	-2%	0%
COc1ccc(-c2cnc(N)n2C)cc1	-7%	7%	3%	?	2	6%	0%	0%	6%	-1%	-3%
CC1=C(C#N)C(=O)N(C2CCS(=O)(=O)C2)C(=O)/C1=C\c1ccco1 (stereo not given)	13%	.	.	12%	-3	.	.	15µM*	-7%	26%	-2%
COc1ccc(CC(=O)NNc2ncnc3c2cnn3-c2ccc(C)cc2)cc1	-4%	0%	-9%	?	-3	-5%[46.1 µM]	-1%	7%	-9%	0%	-1%
O=C1NN=C(c2ccccc2)CC1c1c[nH]c2ccccc12 (stereo not given)	-1%	3%	4%	?	11	6%	-2%	4%	-4%	11%	10%
CCN=C1SC(CC(=O)Nc2ccccc2OCC)C(=O)N1CC (stereo not given)	8%	-1%	7%	-1%	-1	-21%	-6%	-5%	11%	-11%	-2%
Cc1ccc(-n2nnc3c(=O)oc4ccccc4c32)cc1	-26%	1%	-60%[inhibitor]	-4%	-31	3%	-3%	4%	18%	-8%	-4%
Cn1c(SCC(=O)Nc2ccccc2F)nnc1-c1ccc(S(=O)(=O)N2CCOCC2)cc1	16%	4%	24%[7.66 µM]	1%	-13	-1%	-7%	-3%	-15%	0%	0%
CN(C)C(=O)Cn1c(SCC(=O)Nc2ccc3c(c2)OCO3)nc2ccccc21	-17%	-1%	-1%	-1%	-1	-4%[46.1 µM]	-7%	-9%	9%	-3%	-5%
Cn1nnc(NC(=O)c2cccc(OCc3ccccc3)c2)n1	12%	-4%	-19%	-1%	2	2%	-4%	-12%	-1%	-1%	-2%
O=C(N/N=C/c1cccc([N+](=O)[O-])c1)c1cccc(Br)c1	?	0%	-6%	0%	-2	3%	-3%	2%	?	0%	6%
CC(C)C(NS(=O)(=O)c1cccs1)C(=O)N1CCc2ccccc2C1 (stereo not given)	-4%	3%	4%	2%	5	-3%	-1%	-1%	-9%	1%	7%
Cc1cc(O)c(NC(=O)c2ccco2)cc1C	3%	1%	3%	-11%	39	-1%	0%	12%	?	20%	11%
CCN(CC(=O)Nc1cc(Cl)ccc1C)c1ncnc2sc(C)c(C)c12	-16%	-4%	-39%	2%	-5	1%[46.1 µM]	0%	-1%	?	-2%	-24%
Cc1noc(C)c1COC(=O)CCN1c2ccccc2Sc2ccccc21	4%	-7%	19%	1%	12	.	-1%	2%	?	10%	22%
N#Cc1ccccc1S(=O)(=O)N1CCN(C(=O)CCC2CCCC2)CC1	?	-2%	3%	-1%	2	-10%	-3%	-5%	-4%	-8%	-1%
Cc1ccc(NC(=S)NCc2cccs2)cc1	3%	0%	26%	?	15	4%	-1%	0%	?	1%	-2%
Cc1nn(-c2ccc(C(F)(F)F)cn2)c(C)c1Oc1ccccc1O	?	-5%	-4%	?	?	2%	-2%	0%	-5%	-5%	10%
CC(=O)Nc1ccccc1-c1nc2ccccc2nc1OCC(=O)c1ccc(Br)cc1	8%	-4%	8%[7.66 µM]	?	3	-1%	-5%	0%	-6%	4%	1%
CCOc1ccc(N(CC(=O)Nc2ccccc2C(=O)N2CCCC2)S(C)(=O)=O)cc1	4%	2%	-5%	0%	-7	-6%	-1%	1%	11%	3%	-4%
CN(CC(=O)Nc1cccc(F)c1)C(=O)CSc1nc2ccccc2s1	0%	.	-23%	-3%	8	5%	0%	-3%	20%	-2%	6%
O=S(=O)(NCCc1ccc(F)cc1)c1ccc(F)cc1Br	2%	-1%	14%	0%	-18	4%[46.1 µM]	-1%	0%	-1%	2%	.
N#Cc1c2c(c[nH]c1=O)CCN2Cc1ccccc1	-5%	7%	14%	-24%	4	-4%[46.1 µM]	-6%	0%	7%	-6%	-4%
CCOC(=O)N1CCN(C(=O)CN2C(=O)CC(C)(C)S(=O)(=O)c3ccccc32)CC1	5%	3%	0%	12%	1	-38%	-4%	-5%	5%	.	-3%
COc1ccc(S(=O)(=O)N(C)CC(=O)Nc2cccc(C(C)=O)c2)cc1Cl	2%	0%	0%	-18%	-10	-7%	-3%	-2%	?	-5%	3%
O=C(Nc1ccc2oc(-c3ccccc3F)nc2c1)c1ccc([N+](=O)[O-])o1	16%	-1%	-30%	3%	-3	12%	-4%	-2%	2%	9%	-6%
NC(=O)CSc1nc2c(sc(=S)n2-c2ccccc2)c(=O)[nH]1	-27%	-3%[11.5 µM]	-6%	2%	2	-1%	-1%	12%	-3%	-2%	5%
CC(C)(C)N1CC23CCC(C[C@@H]2C1=O)O3 (stereo not given in full)	9%	5%	4%	2%	7	4%	0%	-6%	29%	4%	-5%
COc1ccc(C(=O)CSc2nccn2C)cc1	3%	-2%	4%	?	-12	0%	-2%	1%	?	0%	-24%
CCOc1ccc(C2/C(=C(\O)c3cccc(OC)c3)C(=O)C(=O)N2c2cc(C)on2)cc1OC (stereo not given)	4%	3%	5%	4%	-17	-2%	-3%	1%	2%	2%	0%
COc1ccccc1NC(=S)N(CCCN1CCOCC1)Cc1cccs1	-13%	5%	-13%	12%	19	-5%	1%	8%	?	5%	-5%
CC1CCCCC1NC(=O)CN(C)S(=O)(=O)c1cccc2cccnc12 (stereo not given)	?	4%	-2%	?	1	4%	-4%	-3%	2%	8%	2%
Cc1nnc(NC(=O)CS(=O)(=O)Cc2ccccc2)s1	3%	3%	13%	8%	16	9%	-5%	1%	15%	-1%	0%

Screening data deposited in PubChem by National Center for Advancing Translational Sciences (NCATS).
